M. tuberculosis: growth inhibition of non-replicating M. tuberculosis (AID 488890); Mycobacterium tuberculosis non-replicating, growth inhibition; higher % means a stronger effect; inhibition, % at 25 µM; hits with a dose series show IC50 in µM; actives 0.39% (n = 320,000); in the data active = a potency from the dose series; inconclusive = inhibition mostly from about 82% at the one dose, without a potency; inactive = the rest, 99 in 100 with inhibition below about 76%;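 also: plate controls were DMSO cells for no effect and high antibiotic wells for full effect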
inhibitors of VEEV: inhibitors of VEEV TC-83 cytopathic effect, confirmation, Vero cells (AID 588727) | Vero cells, VEEV TC-83 cytopathic effect inhibition; higher % means a stronger effect | one-dose inhibition, % at 20 µM; IC50 in µM for titrated hits | actives 0.13% (n = 350,000); in the data active = a potency from the dose series; inconclusive = inhibition mostly from about 14% at the one dose, without a potency; inactive = the rest, 99 in 100 with inhibition below about 12%; also: strong numbers were not always called active
Salmonella PhoP GFP: PhoP regulon inhibitors, Salmonella typhi PhoP promoter GFP reporter, confirmatory (AID 1850). Salmonella Typhi PhoP-promoter GFP reporter, fluorescence, 4 h; higher % means a stronger effect. inhibition, % at 50 µM; hits with a dose series show IC50 in µM. actives 0.33% (n = 310,000); in the data active = a potency from the dose series; inconclusive = inhibition mostly from about 25% at the one dose, without a potency; inactive = the rest, 99 in 100 with inhibition below about 19%;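 also: 0% = induced wells with vehicle and 100% = uninduced wells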
H37Rv inhibition: M. tuberculosis growth inhibition, HTS (AID 449762). actives 0.59% (n = 330,000). M. tuberculosis H37Rv growth inhibition, 7H9 media; higher % means a stronger effect. one-dose inhibition, % at 25 µM; IC50 in µM for titrated hits; in the data active = a potency from the dose series; inconclusive = inhibition above about 70% without an active follow-up result;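 also: bacterial growth assessed after seven days of incubation; strong numbers were not always called active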
influenza NS1A: NS1A inhibition, H1N1 influenza, cell based functional assay (AID 504329); NS1A functional cell-based assay, percent inhibition; higher % means a stronger effect; inhibition, % at 12.5 µM, or IC50 in µM where a hit was titrated; actives 0.3% (n = 340,000); in the data active = a potency from the dose series; inconclusive = inhibition above about 27% without an active follow-up result; also: strong numbers were not always called active
inhibitors of VEEV 10K pilot screen: recorded beside inhibitors of VEEV, whose call it bears; inhibition, %; measured here: 10K pilot screen inhibition
* marks the source's active call; other numbers are inactive results; i = inactive; ? = inconclusive; · = not tested or not shown.

SMILES	M. tuberculosis	inhibitors of VEEV	Salmonella PhoP GFP	H37Rv inhibition	influenza NS1A	others
CC(=O)c1c(C)[nH]c(C(=O)Nc2nc(C)cs2)c1C	8%	7.5%	7%	-2%	-2%
N/C(=N\OC(=O)c1ccncc1)c1cccc([N+](=O)[O-])c1	18%	0.8%	4%	4%	-3%
O=C(O)Cc1sc(N/N=C\c2ccncc2)nc1-c1ccccc1	38%	3.0%	-7%	2%	3%
CN1CCN(S(=O)(=O)c2ccc(Oc3ccc(Br)cc3F)nc2)CC1	-10%	2.3%	7%	-2%	10%
N=c1c2c(n(Cc3ccc([N+](=O)[O-])cc3)c3c1CCC3)CCCC2	58%	1.9%	-2%	1%	2%
O=C(COC(=O)c1ccccc1C(=O)c1ccc(Cl)cc1)NC(c1ccccc1)c1ccccc1	-3%	1.5%	3%	-4%	2%
Cc1cc(C)nc(N2CCCC(C(=O)NCCc3ccc(F)cc3)C2)n1 (stereo not given)	7%	0.1%	6%	2%	-22%
CCOC(=O)C(C)Sc1nnc(Cc2cc(=O)[nH]c(=O)[nH]2)n1-c1cccc(OC)c1 (stereo not given)	-1%	1.3%	-11%	-2%	6%
C#CCOCCOCCOCCNc1nc(N2CCN(C(=O)[C@H](CCCCN)n3cc(CCCC)nn3)CC2)nc(N2CCN(C(=O)[C@H](CCCCN)n3cc(CCCC)nn3)CC2)n1	59%	0.1%	2%	5%	7%
O=C(NCCNC(=O)c1ccccc1Cl)c1ccco1	-8%	i	22%	-5%	0%
Cn1ncc2c(=O)n(CC(=O)NC34CC5CC(CC(C5)C3)C4)cnc21	13%	0.3%	16%	2%	-5%
Cc1ccc(OCc2nnc(NC(=O)c3ccco3)s2)c(C)c1	1%	0.9%	2%	-1%	-7%
O=C(Nc1cccnc1N1CCOCC1)c1cccs1	-9%	0.4%	2%	-7%	-1%
Cc1cccc(-n2c(CNC(=O)Cc3ccccc3)n[nH]c2=S)c1	-9%	1.7%	2%	3%	-31%
CCOC(=O)/C(C#N)=N/Nc1c(C)n(C)n(-c2ccccc2)c1=O	9%	0.9%	2%	54%	·
Cc1ccccc1Cn1nc(C)c(NC(=O)c2cc(-c3cccs3)on2)c1C	4%	2.3%	0%	-5%	-14%
CCOC(=O)c1cc(C#N)c(N2CCN(C(=O)c3ccccc3)CC2)nc1C(F)(F)F	7%	2.1%	2%	-7%	-3%
COCCCNC(=O)C(=O)NCC(c1ccco1)N1CCN(c2ccc(OC)cc2)CC1 (stereo not given)	3%	0.9%	0%	-1%	-1%
CCn1c(O)c(C=Nc2ccc(N3CCOCC3)c(Br)c2)c(=O)n(CC)c1=S	36%	0.0%	-8%	-1%	-29%
CNC(=S)N/N=C/c1cc(C)ccc1C	?	0.5%	-3%	?	12%
CCn1c(SCC(=O)N2CCN(c3ccc(Cl)cc3)CC2)nc2ccccc2c1=O	4%	1.4%	-2%	-5%	5%
CCOc1ccc(NC(=O)CC2C(=O)NCCN2C(=O)c2ccc(Cl)cc2)cc1 (stereo not given)	-5%	i	-9%	7%	-2%
CCCCCCCCCCCCn1ccc(=N)cc1	?	1.5%	?	54%	-16%
O=C(C1=C[C@@H](c2ccc(C(F)(F)F)cc2)C[C@@H](OCCCCO)O1)N1CCN(Cc2ccc3c(c2)OCO3)CC1	12%	i	13%	17%	0%	inhibitors of VEEV 10K pilot screen=1.4
COc1ccc(C(C[N+](=O)[O-])c2c(C)[nH]n(-c3ccccc3)c2=O)cc1 (stereo not given)	-2%	i	32%	32%	-22%

Retrieved by compound from the list above, two records:
SMILES	M. tuberculosis	inhibitors of VEEV	Salmonella PhoP GFP	H37Rv inhibition	influenza NS1A	others
N=c1c2c(n(Cc3ccc([N+](=O)[O-])cc3)c3c1CCC3)CCCC2	58%	1.9%	-2%	1%	2%
COCCCNC(=O)C(=O)NCC(c1ccco1)N1CCN(c2ccc(OC)cc2)CC1 (stereo not given)	3%	0.9%	0%	-1%	-1%

The list goes on.
SMILES	M. tuberculosis	inhibitors of VEEV	Salmonella PhoP GFP	H37Rv inhibition	influenza NS1A	others
Cc1cccc(OCCC(=O)NNC(=O)c2ccoc2C)c1	23%	1.1%	·	10%	4%
COc1cc(CNCc2cccc(OC)c2OC)cc(OC)c1	19%	i	4%	0%	-9%
c1ccc(-c2cc3ccccc3[nH]2)cc1	13%	i	0%	19%	2%
COc1ccc(/C=C/CN2CCCC(C(=O)c3ccc(OC)c(F)c3)C2)cc1 (stereo not given)	61%	i	6%	?	12%
COC(=O)C1=C(C)N(CCCC(=O)O)C(=O)NC1c1cccs1 (stereo not given)	2%	0.1%	1%	-2%	3%	inhibitors of VEEV 10K pilot screen=0.3
CCCCN(Cc1ccccc1)S(=O)(=O)c1c(N)n(C)c(=O)n(C)c1=O	-7%	1.1%	10%	-1%	-4%
Cc1nn(-c2ccc(F)cc2)c(Cl)c1C(=O)N(C)CC(=O)Nc1cccc(F)c1	-3%	2.9%	3%	-2%	-3%
O=C(COc1ccccc1Cl)NCCNC(=O)c1ccccn1	-10%	0.5%	9%	-8%	5%
Cc1ccc(/C=C/C(=O)Nc2ccccc2C(N)=O)cc1	3%	3.2%	-4%	-16%	-14%
COC(=O)C(Cc1c[nH]c2ccccc12)NC(=O)c1cccs1 (stereo not given)	5%	4.0%	-7%	6%	-16%
COc1ccccc1NC(=O)CSc1nnc(-c2ccoc2C)o1	-11%	5.5%	·	-11%	-9%
Cc1ccc(NC(=O)CS(=O)CC(=O)Nc2cnc3ccccc3c2)cc1Cl (stereo not given)	-11%	2.9%	11%	68%	0%
COc1ccc(CN2CCNC(=O)C2CC(=O)NCCCC2CCCC2)c(F)c1 (stereo not given)	23%	2.8%	-11%	-14%	-1%
COC(=O)[C@H](C)NC(=O)NCc1ccccc1F	-9%	0.6%	4%	-5%	6%
COc1ccc(N2CCN(C(=S)Nc3ccccc3)CC2)cc1	-3%	0.1%	0%	14%	0%
COc1cc(Cl)c(S(=O)(=O)NCc2ccccn2)cc1Cl	6%	i	-1%	-4%	5%
CS(=O)(=O)NCCCCNc1ccc(C(F)(F)F)cc1[N+](=O)[O-]	-1%	i	-3%	5%	1%
O=C(NCCN1CCN(c2ccccc2)CC1)Nc1ccc(Cl)cc1	?	1.1%	-10%	0%	22%
O=C(NCCn1cccc1)c1cccc2ccccc12	24%	1.0%	-5%	5%	9%
COc1ccc(/C=C/C(=O)c2c(O)ccc3c(C)cc(=O)oc23)cc1	56%	4.3%	-10%	55%	5%
COc1cc(NC(=S)NCCCN2CCOCC2)cc(OC)c1OC	-2%	0.5%	-4%	-5%	-11%
NC(=O)C1CCN(C(=O)CC(c2ccccc2)c2ccccc2)CC1	-3%	i	-11%	1%	5%
O=C(Nc1cccnc1)c1cc(-c2ccccc2O)on1	-7%	0.4%	-11%	-6%	-8%
Cc1ccc(NC(=O)c2ccc(OCc3c(C)noc3C)cc2)cc1C	80%	6.9%	·	28%	-3%
COc1ccc(/C=C2/Sc3ccc(C(=O)N4CCc5ccccc5C4)cc3NC2=O)cc1	57%	6.8%	-6%	?	5%

Structural class, those above with a cyano group
SMILES	M. tuberculosis	inhibitors of VEEV	Salmonella PhoP GFP	H37Rv inhibition	influenza NS1A	others
CCOC(=O)/C(C#N)=N/Nc1c(C)n(C)n(-c2ccccc2)c1=O	9%	0.9%	2%	54%	·
CCOC(=O)c1cc(C#N)c(N2CCN(C(=O)c3ccccc3)CC2)nc1C(F)(F)F	7%	2.1%	2%	-7%	-3%

New compounds follow.
SMILES	M. tuberculosis	inhibitors of VEEV	Salmonella PhoP GFP	H37Rv inhibition	influenza NS1A	others
Cc1[nH]n(-c2ccccc2)c(=O)c1C(C[N+](=O)[O-])c1ccc(Cl)cc1 (stereo not given)	?	1.2%	5%	?	-2%
CCn1nc([N+](=O)[O-])c(C(C#N)c2nc3cc(C(F)(F)F)ccc3s2)c(Cl)c1=O (stereo not given)	-11%	i	-4%	4%	20µM*
CC(OC(=O)CNC(=O)c1ccc(Cl)c([N+](=O)[O-])c1)C(=O)NCc1ccco1 (stereo not given)	27%	2.9%	5%	-4%	-9%
CC(COS(N)(=O)=O)Cc1ccc(C(F)(F)F)cc1 (stereo not given)	16%	i	-16%	18%	11%
COc1cccc(C(=O)Nc2ccncc2)c1	1%	·	3%	8%	·
Cc1cc(=O)[nH]c(N/N=C/CCc2ccccc2)n1	0%	0.9%	0%	7%	1%	inhibitors of VEEV 10K pilot screen=1.2
CCOC(=O)c1cc2ccccc2n1CC(=O)c1ccccc1	-3%	i	8%	8%	2%
COc1ccccc1C(=O)Nc1ccnn1C1CCN(C)CC1	-8%	0.1%	-6%	-1%	-4%
CCn1nnc2cc(C(=O)Nc3cccc(S(=O)(=O)N(C)C)c3)ccc21	9%	8.7%	·	-16%	-5%
O=C(CN(c1ccc(Br)cc1)S(=O)(=O)c1ccc(Cl)c([N+](=O)[O-])c1)NCC1CCCO1 (stereo not given)	·	1.8%	·	·	-6%
CS(=O)(=O)N(CC(=O)N1CCCC1)c1cccc(Cl)c1	-5%	2.1%	-1%	-5%	0%
COc1ccc(-c2csc3ncnc(N4CCN(c5ccccc5OC)CC4)c23)cc1	-14%	11%	-5%	23µM*	15%
O=C(c1ccc(Cl)cc1)C1CCN(C(=O)c2ccccc2F)CC1	·	0.3%	·	·	-4%
CC1CN(CC(=O)Nc2ccc([N+](=O)[O-])cc2Br)CC(C)O1 (stereo not given)	-3%	1.4%	1%	1%	3%
COC(=O)Nc1ccc(S(=O)(=O)N2CCC(C(=O)N3CCCCC3C)CC2)cc1 (stereo not given)	6%	0.8%	-21%	5%	-11%
Cc1ccccc1CNC(=O)Cn1cnc(S(=O)(=O)N2CCCC2)c1	-1%	1.1%	-8%	-2%	2%
S=c1[nH]nc(CSCCOc2ccccc2)o1	22%	i	-3%	-3%	-4%
COc1ccccc1-c1noc(CCCC(=O)Nc2ccc(C(N)=O)cc2)n1	9%	1.0%	-2%	1%	·
CCOc1ccc(/C(O)=C2\C(=O)C(=O)N(CCOCCO)C2c2ccccc2OC)cc1 (stereo not given)	10%	1.7%	1%	4%	3%
CCOc1ccc(OCCCC(=O)O)cc1	4%	2.9%	11%	-7%	-12%
O=C(NCc1cccs1)C1CCCN(S(=O)(=O)c2cccs2)C1 (stereo not given)	-1%	i	-1%	-1%	1%
O=C(NCc1ccc(F)cc1)C1CCC(CNc2c(N3CCOCC3)c(=O)c2=O)CC1 (stereo not given)	13%	2.1%	-9%	-10%	0%
CCOc1ccc(-c2cc(C)[n+](CCc3ccc(OC)c(OC)c3)c(-c3ccc(OCC)cc3)c2)cc1	?	1.7%	7%	0.92µM*	6%
CCOC(=O)c1sc(-c2cccc(C(F)(F)F)c2)nc1O	?	0.5%	0%	49%	2%
CCC(=O)OCc1cc2cccc(C)c2[nH]c1=O	4%	0.1%	-13%	0%	-13%
SMILES	M. tuberculosis	inhibitors of VEEV	Salmonella PhoP GFP	H37Rv inhibition	influenza NS1A	others
COc1ccc(OCCC(=O)OCc2c(C)noc2C)cc1	40%	0.6%	-6%	-5%	23%
CN1CCCN(C(=O)c2cccc(Cl)c2)CC1	-12%	0.3%	-1%	-5%	-4%
CCOc1ccc(C(=O)NCC(c2ccco2)N2CCc3ccccc3C2)cc1 (stereo not given)	-1%	0.9%	4%	?	-7%
C=CCNC(=O)C1=NOC(CNC(=O)c2c(-c3ccccc3Cl)noc2C)C1 (stereo not given)	-5%	5.9%	-8%	1%	-4%
O=C(Nc1cccc(O)c1)N1CCOCC1	-2%	1.3%	-2%	-1%	7%
CCOC(=O)c1cc2cc3ccccc3cc2oc1=O	i	0.8%	-4%	34µM*	3%
O=C1c2ccccc2S(=O)(=O)N1CC(O)Cn1c2ccccc2c2ccccc21 (stereo not given)	-1%	0.4%	1%	-2%	4%
FC(F)(F)c1ccc2c(c1)nc1n2CCCC1	14%	0.6%	-1%	-1%	-3%
N#Cc1cc(-c2ccccc2)cnc1Cl	5%	i	-3%	-3%	1%
O=C(Nc1ccccc1)Nc1nnc(-c2ccccc2)s1	-14%	2.9%	2%	0%	-4%
CCCCNC(=O)N(O)C1N(/N=C/c2cccs2)C(=S)SC1(C)C (stereo not given)	-6%	2.3%	2%	1%	2%

Part of the list above in order of SMILES length, highest first:
SMILES	M. tuberculosis	inhibitors of VEEV	Salmonella PhoP GFP	H37Rv inhibition	influenza NS1A	others
C=CCNC(=O)C1=NOC(CNC(=O)c2c(-c3ccccc3Cl)noc2C)C1 (stereo not given)	-5%	5.9%	-8%	1%	-4%
CCCCNC(=O)N(O)C1N(/N=C/c2cccs2)C(=S)SC1(C)C (stereo not given)	-6%	2.3%	2%	1%	2%
O=C(Nc1ccccc1)Nc1nnc(-c2ccccc2)s1	-14%	2.9%	2%	0%	-4%
N#Cc1cc(-c2ccccc2)cnc1Cl	5%	i	-3%	-3%	1%

An unsorted share of the library; any-hit rate near 1.4%.
